Screening results deposited in PubChem by several laboratories.
zVAD death inh – blocks zVAD induced death of L929 cells; L929 zVAD necroptosis rescue, ATP luminescence, 24 h; with zVAD 60 µM; 0.38% of 220,000 active; viability rescue, % at 10 µM; AID 1377;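 active = activation, scaled between plate controls, above about 75%, limit read from the data; inactive = activation under that limit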;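 also: 0% = zVAD with DMSO and 100% = DMSO alone without zVAD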
TNF necrop inh – blocks TNF-alpha induced death of Jurkat FADD-/- cells | activation (protection from cell death), % at 10 µM | 0.068% of 220,000 active | Jurkat FADD-/- TNF necroptosis rescue, ATP luminescence, 24 h; 0 = TNF only, 100 = no-TNF cells;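 active = activation, meaning protection from cell death, of at least 50% relative to plate controls; inactive = activation below 50%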;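 also: necroptosis triggered by 40 ng/mL TNF-alpha added together with compound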
EP2 antag – EP2 receptor (human) inhibition; C6 glioma cells expressing human EP2, cAMP TR-FRET; cells stimulated with saturating PGE2; inhibition, % at 25 µM; 0.52% of 260,000 active; P43116; AID 1422;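 active = percent inhibition above 40 after rounding to a whole number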;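 also: rat C6 glioma host cells with rolipram phosphodiesterase inhibitor present; the protocol text gives 20 µM as final concentration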
Target sequence (P43116 whole entry, looked up): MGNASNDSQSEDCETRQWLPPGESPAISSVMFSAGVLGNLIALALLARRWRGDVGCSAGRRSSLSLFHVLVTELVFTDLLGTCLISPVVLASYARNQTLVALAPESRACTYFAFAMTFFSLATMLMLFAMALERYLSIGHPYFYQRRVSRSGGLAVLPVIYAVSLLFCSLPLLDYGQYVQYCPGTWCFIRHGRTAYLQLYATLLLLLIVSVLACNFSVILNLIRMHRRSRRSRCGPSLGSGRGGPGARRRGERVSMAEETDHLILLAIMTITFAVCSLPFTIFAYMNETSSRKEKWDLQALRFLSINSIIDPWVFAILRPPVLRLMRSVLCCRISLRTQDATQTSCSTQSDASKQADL
Runt-SMMHC FRET – inhibitors of human RUNX1 Runt domain binding to CBFb-SMMHC. inhibition, % at 20 µM. 0.74% of 220,000 active. Q01196+Q13951. Cerulean-Runt/Venus-CBFb-SMMHC FRET ratio 530/480, 1 h. AID 1434;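 active = mean inhibition across duplicate retests at 20 µM reaching about 50%, limit read from the data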;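 also: 0% = DMSO wells and 100% = wells with excess untagged CBFb-SMMHC; inhibitors lower the FRET ratio by blocking Runt binding to CBFb-SMMHC; some results filed as inactive read as strong as hits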
Target sequence (Q01196 whole entry, looked up, the tested form may be a part): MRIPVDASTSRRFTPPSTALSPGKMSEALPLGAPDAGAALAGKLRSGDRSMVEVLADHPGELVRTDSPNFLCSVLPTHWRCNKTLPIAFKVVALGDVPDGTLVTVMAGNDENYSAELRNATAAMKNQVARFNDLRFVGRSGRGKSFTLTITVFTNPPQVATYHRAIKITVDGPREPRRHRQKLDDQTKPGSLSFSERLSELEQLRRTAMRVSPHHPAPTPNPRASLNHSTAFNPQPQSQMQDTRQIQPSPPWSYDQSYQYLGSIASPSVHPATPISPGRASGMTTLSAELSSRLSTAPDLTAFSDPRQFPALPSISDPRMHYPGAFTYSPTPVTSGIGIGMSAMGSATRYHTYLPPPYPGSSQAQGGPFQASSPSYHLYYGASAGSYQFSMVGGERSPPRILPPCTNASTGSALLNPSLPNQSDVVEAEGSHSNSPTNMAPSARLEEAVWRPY
Target sequence (Q13951 whole entry, looked up, the tested form may be a part): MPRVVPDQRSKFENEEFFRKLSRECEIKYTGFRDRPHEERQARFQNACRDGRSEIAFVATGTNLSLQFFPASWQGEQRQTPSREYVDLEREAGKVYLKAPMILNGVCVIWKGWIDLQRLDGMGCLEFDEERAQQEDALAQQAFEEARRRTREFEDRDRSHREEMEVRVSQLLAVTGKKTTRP
EP2 modulator – EP2 receptor (human) modulation; AID 940; induction, % at 25 µM; EP2-expressing cells, cAMP HTRF FRET, PGE2 co-stimulation; P43116; 0.83% of 260,000 active;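 active = compounds whose cAMP rise, as percent of the full-agonist control response, exceeds 60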;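 also: rat C6 glioma line stably carrying human EP2 under a CMV promoter; the protocol text gives 20 µM as final concentration; 100% = response of wells given 1 µM PGE2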
PERK inhibitor – human PERK inhibition, primary cell-based screen | 0.17% of 220,000 active | inhibition, % at 5.6 µM | AID 1416 | Q9NZJ5 | CHO PERK-DD fusion, SEAP luminescence translation reporter;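 active = inhibition above the mean inhibition of all tested compounds plus 3 SD, set separately per screening campaign, cut at about 2.9% in these data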;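 also: PERK kinase domain activated by AP20187 dimerizer at 100 nM; 0% = DMSO with dimerizer and 100% = rapamycin at 8.4 µM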
Hck-Nef inh – inhibitors of human Hck kinase activated by Nef | Recombinant Hck-YEEI plus Nef, Z-Lyte FRET kinase assay | AID 463187 | inhibition, % at 20 µM | P08631 | 0.68% of 220,000 active;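 active = Hck-Nef kinase inhibition above about 50%, limit read from the data; inactive = inhibition below that limit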;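 also: 0% = DMSO with Hck plus Nef and 100% = Hck alone without Nef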
Runt-CBFb FRET – inhibitors of human RUNX1 Runt domain binding to CBFb; Cerulean-Runt/Venus-CBFb FRET ratio 530/480, 1 h; AID 1496; 0.46% of 220,000 active; Q01196+Q13951; inhibition, % at 20 µM;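 active = inhibition over about 50% at 20 µM in the single-dose screen, limit read from the data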;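 also: 0% = DMSO wells and 100% = excess unlabeled CBFb competitor control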
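System: Cerulean-labeled Runt domain protein | Quantity: 100 nM of each labeled protein | Schedule: 1 h compound exposure, room temperature | Detection: Fluorescence energy transfer, 422 nm excitation, 530/480 nm emission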
RBBP9 inh – human RBBP9 hydrolase inhibition | O75884 | recombinant RBBP9, FP-Rh probe fluorescence polarization | inhibition, % at 7.94 µM | 0.2% of 220,000 active;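 active = inhibition above the campaign mean of all tested compounds plus 3 SD, cut at about 14% in these data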;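 also: plate controls were DMSO wells with RBBP9 for no effect and wells lacking RBBP9 protein for full effect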
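Test system – recombinant human RBBP9 · Input – RBBP9 2.5 µM in dispensing solution, pre-mixing · Medium – Tris buffer pH 8.0, NaCl, Pluronic · Schedule – preincubation 30 min plus labeling 45 min at 25 °C · Measured by – fluorescence polarization · Measure – % inhibition · Controls – DMSO and no-protein wells · Replicates – one well per compound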
Active calls of the source: *; nt = not tested or not shown; & = joins results of further samples. A portion of the library; the hit share may differ from the screen's.

SMILES,zVAD death inh,TNF necrop inh,EP2 antag,Runt-SMMHC FRET,EP2 modulator,PERK inhibitor,Hck-Nef inh,Runt-CBFb FRET,RBBP9 inh
Cc1ccc(NC(=O)CNC(c2ccccc2)c2ccccc2)c(F)c1,0.7,0.3,15,-2,36,0.3,0,-3,-12
CCOC(=O)C(Sc1ncn[nH]1)c1ccccc1 (stereo unspecified),-0.9,-3.7,3,2,41,1.3,2,-1,-7
CSc1ccccc1C(=O)Nc1cccc([N+](=O)[O-])c1,1.0,1.2,8,-2,-24,0.1,15,0,-11
CCn1c(C)nc2cc(C(=O)NNC(=S)Nc3ccc(F)cc3)ccc21,0.0,-2.0,14,2,-22,0.2,6,2,-8
COc1ccc(C2NC(=O)c3n[nH]c(C)c32)c(OC)c1 (stereo unspecified),0.6,-1.3,9,-2,23,-0.2,18,1,-3
CC1(C)OC(=O)C(=NNc2ccccc2[N+](=O)[O-])C(=O)O1,-0.3,-1.3,10,0,55,0.2,16,-1,0
O=c1[nH]n2c(-c3ccccc3)nc(O)c2c2ccccc12,0.0,0.5,2,0,17,1.2,8,2,7
O=C(/C=C/c1ccc(F)cc1)Nc1ccc2[nH]c(=O)[nH]c2c1,1.6,3.4,1,-4,8,1.7,-3,-2,3
Cc1cc(COc2ccccc2O)on1,0.9,1.8,8,-1,-1,-0.1,0,5,6
Cc1c(OCC(=O)N(C)C)ccc2c3c(c(=O)oc12)CCCCC3,3.6,0.0,14,-8,-14,1.1,7,-1,3
CCOc1ccc(OCCOc2ncnc3ccccc23)cc1,0.4,-0.2,15,0,3,0.4,1,nt,0
CC(C)(C)NS(=O)(=O)c1ccc(CCC(=O)Nc2ccc3c(c2)OCCO3)cc1,1.1,2.3,9&5,2,-42&4,0.3,0,-1,-7
COc1cc(C=O)ccc1OCCOCCOc1ccc(Cl)cc1,-0.5,-5.3,8,-10,-20,0.6,-1,-3,0
Cc1nc2ccc(NC(=O)c3cc([N+](=O)[O-])cc([N+](=O)[O-])c3Cl)cc2s1,12,-3.3,121*,7,-2,-0.5,3,17,9
Cc1ccc(CC(=O)c2ccc(Cl)cc2)cc1,1.1,5.4,4,-1,29,2.4,17,0,0
O=C(CSc1nc2ccccc2o1)N/N=C/c1ccccc1C(=O)O,1.3,-0.8,3,1,-8,0.0,19,11,-2
CC(=O)Nc1cccc(C(=O)/C=C/c2ccc(C)cc2)c1,-1.3,-6.2,10,3,14,0.2,0,-2,-9
Cc1nc(SCN2C(=O)c3ccccc3C2=O)n[nH]1,1.5,-1.4,11,-2,-6,-0.7,-3,2,-6
Cc1csc(NC(=O)c2ccc(N3CCCC3=O)cc2)n1,0.8,-2.3,1,-2,-13,0.1,15,1,0
CCCCOc1ccc(C(=O)NC(=S)Nc2ccc(CN3CCOCC3)cc2)cc1,0.0,-0.2,8,2,9,0.6,4,-2,1
CCOc1nc(NCCO)nc(NCCC2=CCCCC2)n1,-0.3,1.7,20&16,0,-14&13,-0.9,8,0,-8
Cc1ccc(C)c(OCC(=O)Nc2c[nH]c(=O)[nH]c2=O)c1,2.3,-1.4,11,2,16,1.1,1,2,-4
COC(=O)c1ccc(C(C(=O)NC2CCCCC2)N(C(=O)Cc2cccs2)C2CC2)cc1 (stereo unspecified),-0.4,-2.2,5,1,17,0.8,1,-1,-3
COc1ccc(CCNC(=O)c2nnc(Cc3c(F)cccc3Cl)o2)cc1OC,-0.2,-0.2,11,2,-59,-0.6,4,1,2
COC(=O)c1ccc(/C=C/c2ccc3cccc(OC)c3n2)cc1,38,0.6,14,-4,-1,-0.5,4,-7,-10
CC1CCc2cc(F)ccc2N1S(=O)(=O)c1ccc(Cl)nc1 (stereo unspecified),0.9,1.7,4,-2,13,-0.1,1,1,-5
O=C(Cc1ccccc1)NCCSCc1ccco1,0.4,9.3,2,1,32,1.7,-1,0,-4
O=C(c1cc(=O)[nH]c2ccccc12)N1CCN(c2ccccc2)CC1,1.2,1.3,17,0,-13,0.3,13,3,-3
Cn1c(=O)c(C(=O)CN2CCCc3ccccc32)c(N)n(Cc2ccccc2)c1=O,0.6,3.1,10,-2,14,-0.4,-1,1,-13
O=C(CN1C2=NCCN2c2ccccc21)c1ccco1,0.3,-3.9,5,3,3,0.6,2,-1,-8
O=C(NCCCN1CCCC1=O)c1cccnc1,0.2,-2.4,5,-12,27,0.8,3,0,1
CCO[C@H]1OC(C(=O)NC2CC2)=C[C@@H](C2CCCCC2)[C@@H]1CCCO,0.4,-1.4,0,2,12,nt,25,1,nt
O=C(/C(=N/N=C/c1ccc(O)c(O)c1O)c1ccccc1)c1ccccc1,1.4,-1.2,6,43,37,0.2,2,45,-4
COc1ccc(OC)c(NC(=O)c2ccc(CN3CCOCC3)cc2)c1,4.1,1.0,16,1,4,0.0,5,0,-3
CC(C)C(=O)N1CCN(c2ccccc2NC(=S)NC(=O)c2cccs2)CC1,1.8,2.1,12,2,-6,0.1,17,1,-2
COc1ccc(NC(=O)Nc2cccc(C)n2)cc1,70,1.1,12,1,-16,0.0,4,-1,-7
CCC(=O)Nc1ccc(C(=O)CSc2nnc(CNc3ccc(Cl)cc3)o2)cc1OC,-0.1,-5.8,12,0,-16,-1.6,1,-2,-2
O=S(=O)(CCc1ccncc1)Cc1ccc2c3c(cccc13)CC2,-0.7,-1.3,11,3,-24,-0.3,16,-2,-14
NC(=O)CC(NC(=O)Cc1ccc(Br)cc1)c1ccc(N2CCC(Cc3ccccc3)CC2)c([N+](=O)[O-])c1 (stereo unspecified),1.1,2.4,11,-1,3,nt,26,-3,nt
COc1cccc(CNC(=O)C2CCCN(c3nn4c(=O)cc(C)nc4s3)C2)c1 (stereo unspecified),2.5,2.1,2,-2,0,0.2,-3,0,11
COc1cccc(OC)c1C(=O)Nc1ccccc1N1CCCC1,-0.4,-1.9,21&6,1,2&11,-0.5,-6,2,-5
Cc1ccc(/C(O)=C2/C(=O)C(=O)N(CCN3CCOCC3)C2c2cccs2)cc1 (stereo unspecified),-0.3,-3.2,nt,3,2,1.2,3,0,-3
Cn1c(=N)n(CC(O)c2cccc3ccccc23)c2ccccc21 (stereo unspecified),0.1,5.3,8,-3,2,-1.2,11,-1,-5
Cc1nn(-c2ccccc2)c2c1P(=O)(O)/C(=C1\N(C)c3ccccc3C1(C)C)C=N2,0.1,-1.3,9,-63,8,-1.5,0,-47,-1
CCn1c(NC(=O)c2cccs2)c(-c2cccs2)c(=O)c2ccccc21,-0.7,-2.6,9,1,16,-1.0,-1,-2,-6
CN(CCC#N)C(=O)COC(=O)c1cccnc1Nc1ccccc1F,0.9,1.8,9,0,17,0.1,20,1,-8
CCn1c(SCC(=O)N(C(C)C)C(C)C)nnc1-c1cc2ccccc2cc1O,0.0,-5.3,1&3,14,14&-2,-1.5,0,14,-7
Cc1cc(C)n2nc(Sc3ncccc3[N+](=O)[O-])nc2n1,-0.6,2.3,5,1,4,0.7,-5,2,-11
C=CCN1C(=O)C(Cc2ccc(OC)cc2)S/C1=N\N=C\c1cccs1 (stereo unspecified),0.1,-0.5,13,4,13,-0.4,1,1,-8
Cc1ccc(S(=O)(=O)NNc2nc3ccccc3nc2C(F)(F)F)cc1,1.5,0.0,14,30,12,0.1,0,23,6

Following part:
SMILES,zVAD death inh,TNF necrop inh,EP2 antag,Runt-SMMHC FRET,EP2 modulator,PERK inhibitor,Hck-Nef inh,Runt-CBFb FRET,RBBP9 inh
COC(=O)c1sc(-c2ccc(C(C)(C)C)cc2)cc1NC(=O)c1ccccc1C(=O)O,0.4,-0.3,16,-11,-58,1.0,82*,-12,-4
CS(=O)(=O)N(CC(=O)O)c1ccc(Oc2ccccc2)cc1,-0.2,-0.2,9,-4,-7,1.6,10,-1,-1
O=C(CNC(=O)c1ccccc1)OC1CCCCC1,0.3,0.0,4,0,-5,-0.2,12,1,-10
O=C(CCc1ccccc1)NCc1ccccc1,2.9,2.8,9,16,1,-0.8,21,-2,-5
CCc1nc(SCC(=O)N2CCc3cc(OC)c(OC)cc3C2)c(C#N)cc1C,-0.1,-2.3,14,nt,nt,0.0,2,nt,-6
Cc1ccccc1-c1cc(-c2ccccc2O)n[nH]1,1.4,-1.5,26,-2,-24,1.2,19,2,-5
COCCC(=O)N1CCCC(C(=O)c2ccc(Oc3ccccc3)cc2)C1 (stereo unspecified),-0.8,-0.8,5,3,8,0.9,24,0,-9
CCCCNC(=O)c1onc(CSc2ccc(F)cc2)c1C(=O)NCCCC,-0.2,1.4,6,-5,31,nt,20,-1,nt
O=C(Cn1nc(C(F)(F)F)c2c1CCC2)N1CCN(c2ccccc2)CC1,0.1,-0.6,6&7,-3,17&-9,-0.4,-1,-2,-6
Cc1cc(C(=O)Nc2ccccc2C(=O)N2CCCCC2)ccc1[N+](=O)[O-],-0.3,-1.0,8,3,10,0.1,6,1,0
COc1ccc(C(c2nnnn2CCc2ccccc2)N2CCN(C3CCCC3)CC2)cc1 (stereo unspecified),-0.2,-2.7,1,-3,-23,-0.6,2,-1,-5
COc1ccc(Cl)cc1NC(=O)COC(C)=O,3.5,0.4,6,0,23,-0.2,21,-1,0
O=C(/C=C(\c1ccc(Cl)cc1)n1cncn1)c1ccc(Cl)cc1,0.1,-0.8,10,0,3,0.1,-22,4,-4
COc1cc(/C=N/Nc2nc(C)nc3c2cnn3-c2ccccc2)ccc1O,26,-5.7,13,-3,31,-1.8,13,0,-2
CCCCN(CC)C(=O)CSc1nc2c(sc(=S)n2-c2ccc(OCC)cc2)c(=O)[nH]1,0.7,0.4,2,-9,24,0.6,-1,-17,-10
O=C(CCCN1C(=O)c2cccc3cccc(c23)C1=O)NCCN1CCOCC1,1.9,0.4,2,-1,-3,0.1,26,0,1
Cc1ccc(CSc2nnc3ccc(-c4ccncc4)nn23)cc1,2.5,-3.0,8,0,18,2.2,21,-2,-5
CN(C)C(/C=C/Nc1ccc(O)cc1)=C(C#N)C#N,3.1,-2.4,5,-1,-58,1.4,19,-1,3
CCCC(C)c1nnc(NC(=O)C2CCCO2)s1 (stereo unspecified),-0.8,0.9,8,-4,6,-1.1,-9,0,-5
Cc1ccc(NC(=O)c2cccs2)cc1S(=O)(=O)Nc1cccc(Cl)c1,0.1,2.7,7,0,-2,0.2,1,0,-30

Some of these compounds in order of length of the SMILES, high to low.
SMILES,zVAD death inh,TNF necrop inh,EP2 antag,Runt-SMMHC FRET,EP2 modulator,PERK inhibitor,Hck-Nef inh,Runt-CBFb FRET,RBBP9 inh
CCc1nc(SCC(=O)N2CCc3cc(OC)c(OC)cc3C2)c(C#N)cc1C,-0.1,-2.3,14,nt,nt,0.0,2,nt,-6
Cc1ccc(NC(=O)c2cccs2)cc1S(=O)(=O)Nc1cccc(Cl)c1,0.1,2.7,7,0,-2,0.2,1,0,-30
CN(C)C(/C=C/Nc1ccc(O)cc1)=C(C#N)C#N,3.1,-2.4,5,-1,-58,1.4,19,-1,3
